NR2E3 ag-1 – inhibitors of NR2E3-RetCOR corepressor binding, primary screen, NR2E3 agonist project, biochemical, TR-FRET, GST-NR2E3, biotin-RetCOR | 320,000 compounds, 0.12% hits | inhibition of corepressor binding, % at 4.78 µM | 1536-well | AID 2300, 2010;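 active = percent inhibition above the cutoff of mean plus 3 SD of all tested compounds, set per screening campaign, cut at about 20% in these data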;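 note: 0% = DMSO wells and 100% = biotin wells as full block of FRET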
Target sequence (Q9Y5X4 whole entry, looked up): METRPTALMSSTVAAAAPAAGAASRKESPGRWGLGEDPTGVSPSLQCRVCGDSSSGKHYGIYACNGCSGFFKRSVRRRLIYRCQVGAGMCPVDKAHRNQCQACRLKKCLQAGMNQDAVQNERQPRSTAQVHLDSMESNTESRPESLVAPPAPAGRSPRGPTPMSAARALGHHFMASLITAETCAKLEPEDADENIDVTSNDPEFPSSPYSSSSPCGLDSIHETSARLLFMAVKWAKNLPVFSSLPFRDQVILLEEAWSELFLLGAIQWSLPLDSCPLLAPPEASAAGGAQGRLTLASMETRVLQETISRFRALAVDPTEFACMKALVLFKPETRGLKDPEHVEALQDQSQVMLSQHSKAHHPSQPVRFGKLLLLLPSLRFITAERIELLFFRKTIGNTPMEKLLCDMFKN
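Material: NR2E3–RetCOR corepressor complex / Amount: 1.35 nM GST-NR2E3 / Medium: Tris pH 7.5 / Compound: single nominal compound dose of 4.8 µM / Incubation: 5 h at 4 °C / Technique: TR-FRET, Eu(K)-anti-GST donor, streptavidin-D2 acceptor, ex 340, em 617/671 nm / Read-out basis: percent loss of FRET ratio relative to control wells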
Shn3 3UTR inh – reduction of Shn3 3'UTR firefly luciferase signal, primary screen, Schnurri-3 inhibitor project, cell-based, Clone20 osteoblasts, set 2 | Clone20 osteoblast Shn3 3'UTR firefly luciferase, 24 h | inhibition, % at 12.5 µM | 360,000 compounds, 0.52% hits;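 active = mean inhibition of at least 75% with every replicate also reaching 75%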;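 note: 0% = median of neutral control wells and 100% = pilot-screen positive control compound; some compounds past the cut are filed as inactive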
C8 TRAIL sens – viability loss with TRAIL in NB7+C8 cells, primary screen, TRAIL sensitizer project, cell-based, ATPlite luminescence | inhibition (viability loss, TRAIL sensitization), % at 10 µM | AID 624354, 2012 | 360,000 compounds, 1% hits;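 active = compounds causing at least 50% loss of cell viability in the single-dose screen, relative to plate controls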
TROY signal inh – inhibitors of TROY-driven NF-kB signaling, primary screen, Q293 LMP1-TROYcd cells, NF-kB luciferase, uHTS; Q293 LMP1-TROYcd NF-kB luciferase reporter, 4 h; inhibition, % at 10 µM; 360,000 compounds, 0.98% hits; AID 1347056, 2019;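 active = compounds whose plate-normalised and pattern-corrected inhibition of the luciferase reporter signal at the single screening dose is 50% or more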
Peg3 prom inh – Peg3 promoter-driven luciferase inhibitors, primary screen, cell-based, HeLa, luciferase luminescence. inhibition, % at 20 µM. HeLa PEG-Prom luciferase reporter, overnight. 360,000 compounds, 1.7% hits;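 active = inhibition of at least 50% at 20 µM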
TWEAK-Fn14 inh – inhibitors of TWEAK-Fn14 signaling, primary screen, luciferase reporter cells, uHTS. 360,000 compounds, 2% hits. AID 1159606, 2016. inhibition, % at 10 µM. TWEAK-stimulated Fn14 reporter cells, luciferase luminescence, 8 h; in the data active = inhibition above about 50%
KKLEB tox – cytotoxicity in KKLEB CF airway cells, primary screen, cytotoxicity control for CF NF-kB inhibitor project, cell-based, uHTS, fluorescence assay plates; activity change (cytotoxicity), % at 5 µM; 360,000 compounds, 0.36% hits; KKLEB CF airway cells viability, ATPlite luminescence, overnight; hits give low values; cells stimulated with P. aeruginosa culture filtrate; AID 602141, 2011;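 active = corrected activity change at or below -50% at 5 µM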
CF NFkB block – inhibitors of PAF-induced NF-kB signaling, primary screen, cell-based, GFP fluorescence, uHTS. 360,000 compounds, 0.86% hits. KKLEB NF-kB-GFP reporter, GFP fluorescence overnight. inhibition, % at 5 µM;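 active = at least 50% inhibition at 5 µM, scaled per plate between neutral and stimulator controls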;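 note: PAF is a Pseudomonas aeruginosa culture filtrate used as stimulus; plate controls were PAF-stimulated DMSO wells for no effect and unstimulated DMSO wells for full effect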
NR2E3 ag-2 – NR2E3 agonists in two-hybrid cells, primary screen, cell-based, luminescence, CHO-S, Gal4-NCOR/VP16-NR2E3; Photoreceptor-specific nuclear receptor (Homo sapiens), Q9Y5X4; luciferase; inhibition of corepressor binding, % at 3.98 µM; 360,000 compounds, 0.35% hits; AID 602229, 2012;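 active = inhibition above the mean of all tested compounds plus 3 SD, cut at about 70% in these data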;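 note: 0% = DMSO with NR2E3 transfected cells and 100% = cells lacking NR2E3 construct; higher means lower luciferase signal from less NR2E3 corepressor binding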
HIF-2a block – HIF-2a reporter inhibitors, primary screen, luminescence, 786-0 RCC cells. 786-0 RCC cells HIF-2a reporter, luciferase luminescence, overnight. inhibition, % at 18.8 µM. 360,000 compounds, 0.72% hits;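 active = inhibition of the luminescence signal of 40% or more relative to plate controls, in a single-dose primary screen at 18.75 µM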
TRPM1 prom inh – inhibitors of MITF-dependent TRPM1 promoter reporter, primary screen, cell-based, SK-MEL-5, single point, luciferase. SK-MEL-5 TRPM1 promoter luciferase, 24 h. inhibition, % at 12.5 µM. 330,000 compounds, 0.83% hits. AID 488899, 2010;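 active = mean inhibition across replicates of 60% or more, whatever share of single replicates reaches that level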; note: values of inactives mirror those of a sister screen read the other way
* hit, by the source's call; i = inactive; nt = not tested or not shown.

The line under a structure holds: NR2E3 ag-1, Shn3 3UTR inh, C8 TRAIL sens, TROY signal inh, Peg3 prom inh, TWEAK-Fn14 inh, KKLEB tox, CF NFkB block, NR2E3 ag-2, HIF-2a block, TRPM1 prom inh
> COc1ccc(C(=O)N=S2CCN(C(=O)c3ccc(Cl)cc3)CC2)cc1
  5, nt, 32, 7, 12, 1, 8, -12, -3, 21, nt
> CCN(CC(=O)Nc1ccc(OC)cc1)CC(=O)Nc1cccc(S(=O)(=O)N2CCOCC2)c1
  nt, 7, -10, 5, 5, 10, 3, -20, -4, -2, nt
> CC(C)CC(C(=O)O)N(Cc1ccccc1)Cc1ccccc1 (stereo not drawn)
  0, 1, 2, -10, -1, 4, 11, -1, 17, -5, 0
> Cn1c(SCCN2CCCC2)nnc1C1CCN(S(=O)(=O)c2ccc(F)cc2)CC1
  1, 3, -8, -3, 13, -8, 6, 2, -6, 12, nt
> Cc1ccc2nc(SCC(=O)Nc3cccc(F)c3)nc(=O)n2c1
  0, 32, 7, -2, -58, -6, -9, -1, 21, -75, -9
> C/C(N)=C(/C#N)C(=O)COC(=O)Cc1coc2cc(C)ccc12
  -2, -4, -15, -3, 5, -9, 1, 8, -36, 16, 6
> COc1ccc(C(OC(=O)c2cccs2)C(=O)NCC2CCCO2)cc1 (stereo not drawn)
  5, 6, 3, -10, -11, -9, -12, 11, -16, 5, -11
> COc1ccc(-c2cc(C(F)(F)F)c3c(=O)n(-c4ccccc4)[nH]c3n2)cc1
  0, -1, 2, 18, -4, 4, -3, 13, -27, -4, 3
> O=C(CN(C(=O)CNS(=O)(=O)c1ccccc1)C1CCCC1)NCc1ccco1
  1, -16, -5, -15, 8, 13, -3, -1, -18, 16, 7
> CC(=O)c1ccc(OCc2cc(C(=O)N3CCC(Oc4ccccc4C)CC3)no2)cc1
  1, -71, 3, -3, -234, -25, -15, 1, -59, -228, -64
> C=C(C)CN=c1scc(C)n1/N=C/c1ccco1
  -5, -10, -9, -17, -28, -12, -2, -2, -12, -31, 6
> Cc1ccc(C(=O)Nc2cccc(C(=O)NC3CCCCC3)c2)cc1
  -2, -7, 39, -4, -30, -17, -11, 13, -31, -53, 4
> CC(C1CCN(Cc2nc(C3CC3)no2)CC1)N1CCOCC1 (stereo not drawn)
  -1, nt, 8, -12, 13, -3, -2, 14, -11, 16, 0
> O=C(CNC(=O)c1cccs1)NCCN1CCN(c2ccccc2F)CC1
  -4, 1, -16, -4, 2, -9, -3, 6, 10, -11, -1
> COc1ccc(N2C(=O)c3cccc4cccc(c34)C2=O)nn1
  1, -37, 33, -15, 11, -9, 10, -16, -1, -3, 8
> O=C(O)/C=C/C(=O)NNC(=O)c1cccc(Br)c1
  0, 9, -7, -40, -9, -3, 9, -19, -11, 14, 9
> O=C1CC(c2ccc(O)c(O)c2)Oc2c1ccc(O)c2O (stereo not drawn)
  10, -6, -3, -3, -21, 62*, -16, 12, -25, 13, -8
> CN(Cc1ccccc1)C(=O)c1ccc2c(c1)OCCO2
  1, 2, -14, -18, -25, -13, -6, 5, -19, -18, -8
> CC(=O)c1ccc(N2CCN(C(=O)C(=O)c3c(C)[nH]c4ccccc34)CC2)cc1
  1, -4, 15, -8, -32, 8, -7, -7, -4, -28, -5
> Cc1n[nH]c(=S)n1/N=C/c1ccc(-c2ccc(Cl)cc2)o1
  1, -12, 13, -25, 10, -1, 5, -15, -4, 6, nt

More compounds follow:
The line under a structure holds: NR2E3 ag-1, Shn3 3UTR inh, C8 TRAIL sens, TROY signal inh, Peg3 prom inh, TWEAK-Fn14 inh, KKLEB tox, CF NFkB block, NR2E3 ag-2, HIF-2a block, TRPM1 prom inh
> COc1cccc2cc(C(=O)Nc3ccccc3Cl)/c(=N/NS(=O)(=O)c3ccccc3)oc12
  1, -9, -7, -18, -7, -4, -11, 2, -3, -17, 4
> NC(=O)C1(NC(=O)[C@@H]2CC3(CC(c4cccc(NC(=O)[C@@H]5CCC(=O)N5)c4)=NO3)CN2C(=O)Cc2ccc(C(F)(F)F)cc2)CC1 (stereo partly drawn)
  1, 0, -3, -9, -13, 1, -12, 2, -6, 2, -2
> COc1ccc(/C=C(/NC(=O)c2ccccc2)C(=O)N2CCCC2)cc1
  -1, 9, 0, 18, 17, 22, 8, -2, -3, 4, 1
> CCCCN(C(=O)COc1ccc(F)cc1)c1c(N)n(CC(C)C)c(=O)[nH]c1=O
  nt, 20, 9, -4, 7, 6, -4, 3, 5, 8, nt
> CCCC(C)NC(=O)CN1C(=O)NC2(CCc3ccccc32)C1=O (stereo not drawn)
  0, 11, -15, 6, 2, -1, 35, -6, -21, 20, 4
> COc1ccc(Nc2nc3ccccc3s2)cc1
  0, -95, 13, -3, -281, -15, 4, -2, -154, -267, -66
> O=C(NCc1ccncc1)C1Cc2c(-c3ccc(Cl)cc3)ccnc2O1 (stereo not drawn)
  nt, -5, 8, -23, 23, -12, 6, -34, 5, 23, nt
> O=c1c2ccccc2oc2cc(-c3ccc4[nH]ccc4c3)ccc12
  -2, -70, 13, -28, i, -11, 2, 24, -140, -393, -50
> O=C1c2ccccc2C(=O)N1C1CCCCC1
  4, -5, -7, -20, -5, -3, -4, 6, -28, 5, -4
> O=C(c1ccc2ccccc2c1)N1CCN(c2ccccc2)CC1
  -3, -15, 7, -54, 5, -16, -5, 0, -4, -21, 2
> Cc1ccc(OCc2cc(C(=O)NCC(C)(C)N3CCOCC3)no2)cc1C
  2, -76, -3, -26, -317, -20, 0, 17, -104, -229, -114
> c1ccc(-c2nn3c(-c4ccccc4)nnc3o2)cc1
  nt, -28, 23, -57, -20, -47, 2, -34, 11, -23, nt
> O=C(O)c1cc(S(=O)(=O)N2CCCC2)ccc1Br
  2, -9, -15, -5, -2, -23, 6, 8, -36, -14, -2
> COc1ccc(/C=C/C(=O)NCC(=O)N/N=C/c2cccnc2)cc1
  -1, 17, -7, 14, -8, -7, 3, 4, -11, -13, 2
> CCN1CCN(Cc2ccc(NC(=O)c3ccc(C)c(NC(=O)c4cncc(-c5cccs5)c4)c3)cc2C(F)(F)F)CC1
  nt, 88*, 70*, -15, 99*, -102, -85*, 80*, 82*, 48*, 97*
> COc1ccccc1NC(=O)CS(=O)(=O)c1cn(CC(=O)N2CCOCC2)c2ccccc12
  0, -15, 7, -3, 20, -5, 2, -11, -1, 16, -1
> CN(NC(=O)c1cccc(Cl)c1)c1nc(-c2ccccc2)nnc1C(F)(F)F
  3, 21, 53*, 27, 34, -11, -4, 5, -13, 17, 5
> COc1ccccc1-c1noc(-c2ccccc2C(=O)Nc2ccccc2)n1
  -2, -28, 8, -16, -13, 5, 2, -11, -7, 7, 10
> CN(c1ccccc1N(C)S(=O)(=O)c1ccccc1)S(=O)(=O)c1ccccc1
  4, 14, -21, 1, 18, 4, 0, -10, 14, 23, 19
> CCC(C)Nc1nc2c(c(=O)[nH]c(=O)n2C)n1CCCc1ccccc1 (stereo not drawn)
  3, 0, -16, 14, 15, -1, -18, 7, -6, 20, -9

Record cards (already shown). Order of screens: NR2E3 ag-1 | Shn3 3UTR inh | C8 TRAIL sens | TROY signal inh | Peg3 prom inh | TWEAK-Fn14 inh | KKLEB tox | CF NFkB block | NR2E3 ag-2 | HIF-2a block | TRPM1 prom inh
Results for CC(=O)c1ccc(OCc2cc(C(=O)N3CCC(Oc4ccccc4C)CC3)no2)cc1 → 1 | -71 | 3 | -3 | -234 | -25 | -15 | 1 | -59 | -228 | -64
Results for CC(C1CCN(Cc2nc(C3CC3)no2)CC1)N1CCOCC1 (stereo not drawn) → -1 | nt | 8 | -12 | 13 | -3 | -2 | 14 | -11 | 16 | 0

(further entries)
The line under a structure holds: NR2E3 ag-1, Shn3 3UTR inh, C8 TRAIL sens, TROY signal inh, Peg3 prom inh, TWEAK-Fn14 inh, KKLEB tox, CF NFkB block, NR2E3 ag-2, HIF-2a block, TRPM1 prom inh
> C=C(C)c1cccc(C(C)(C)NC(=O)NCCCN2CCCC2=O)c1
  1, -18, -13, -8, 2, 17, -1, -14, -11, -25, -14
> O=C(COc1ccc(-n2cnnn2)cc1)Nc1ccc(F)c(F)c1F
  1, 24, 2, 22, -22, 9, -4, 12, 6, -10, -14
> O=C(CCN1C(=O)C2CC=C(Cl)CC2C1=O)NCc1ccco1 (stereo not drawn)
  -1, -2, 1, 14, 6, 6, 8, 1, -9, 13, -1
> COc1cc(NC(=O)CCc2c(C)noc2C)c(C(=O)O)cc1OC
  nt, -13, -7, 3, 15, 10, 4, 1, -7, 12, nt
> Clc1ccc(CSc2ncccn2)cc1
  2, -11, -31, -35, -88, -25, -5, 11, -24, -155, -44
> COc1ccc(CN2C3CCC2CC(NC(=O)c2cc(OC)c(OC)c(OC)c2)C3)cc1 (stereo not drawn)
  2, 9, 1, -18, 2, 12, -2, -12, -23, 12, 9
> S=C(Nc1ccc(Cl)c(Cl)c1)N1CCOCC1
  1, 26, 1, -11, -8, 15, 8, -4, -2, -7, 8
> Cc1nc(Sc2nnnn2-c2ccccc2)c(C#N)c(C)c1C
  3, 1, -13, 13, 16, 2, -8, 9, -4, 12, nt
> Cc1cc(OC(=O)c2ccc(S(=O)(=O)N(C)C)cc2)c([N+](=O)[O-])c(=O)[nH]1
  2, 9, -5, -2, 9, -2, 6, 2, -10, 13, 1
> COC(=O)c1ccc(S(=O)(=O)NCCSc2nnc3c4ccccc4n(C)c3n2)cc1
  1, 5, -3, 8, 13, -6, -2, 4, 2, -15, -4
> C=CCNC(=O)N1c2ccccc2Sc2ccccc21
  -4, 7, 0, -2, 20, 7, 12, -20, -30, 16, 9

Source: PubChem BioAssay (several laboratories)

These rows are one share of the data. The share of hits here may be higher or lower than overall.
